Bioassay records from PubChem.
AddAB inh: less growth of phage-infected E. coli with AddAB; E. coli expressing H. pylori AddAB, absorbance growth; inhibition, % at 11.9 µM; 330,000 tested, 0.29% active; in the data active = inhibition above about 12%;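 note: 0% = vehicle wells of infected cells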
PfHsp90 set2: growth inhibition of yeast expressing Plasmodium Hsp90 | S. cerevisiae expressing PfHsp90, BacTiter-Glo ATP, 48 h; yeast lacking PDR1 and PDR3 efflux regulators | inhibition, % at 9.4 µM | 310,000 tested, 0.32% active | AID 504621;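 active = every replicate shows inhibition above about 80%, whatever the replicate mean, limit read from the data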;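 note: 0% = DMSO neutral controls and 100% = 20 µM radicicol positive controls; yeast relying on Plasmodium falciparum Hsp90 in place of its own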
OPRM1-OPRD1 ag: OPRM1-OPRD1 heterodimerization agonism; cells, luminescence; activation, % at 9.3 µM; 340,000 tested, 0.3% active; AID 504326; in the data active = activation above about 18%;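 note: 0% = vehicle-treated cells and 100% = reference agonist; values of inactives mirror those of a sister screen read the other way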
Target sequence (P35372 whole entry, looked up): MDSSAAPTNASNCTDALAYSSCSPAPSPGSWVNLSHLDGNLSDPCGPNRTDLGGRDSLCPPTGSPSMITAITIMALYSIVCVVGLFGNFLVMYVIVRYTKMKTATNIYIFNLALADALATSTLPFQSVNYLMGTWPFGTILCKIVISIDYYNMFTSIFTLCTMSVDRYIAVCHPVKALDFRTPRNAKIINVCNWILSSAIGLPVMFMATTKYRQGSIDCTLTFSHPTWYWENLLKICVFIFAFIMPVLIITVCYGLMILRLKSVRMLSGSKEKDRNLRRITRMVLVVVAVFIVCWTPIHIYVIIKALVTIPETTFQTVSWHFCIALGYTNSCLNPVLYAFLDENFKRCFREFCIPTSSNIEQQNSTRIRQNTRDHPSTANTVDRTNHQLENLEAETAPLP
Target sequence (P41143 whole entry, looked up): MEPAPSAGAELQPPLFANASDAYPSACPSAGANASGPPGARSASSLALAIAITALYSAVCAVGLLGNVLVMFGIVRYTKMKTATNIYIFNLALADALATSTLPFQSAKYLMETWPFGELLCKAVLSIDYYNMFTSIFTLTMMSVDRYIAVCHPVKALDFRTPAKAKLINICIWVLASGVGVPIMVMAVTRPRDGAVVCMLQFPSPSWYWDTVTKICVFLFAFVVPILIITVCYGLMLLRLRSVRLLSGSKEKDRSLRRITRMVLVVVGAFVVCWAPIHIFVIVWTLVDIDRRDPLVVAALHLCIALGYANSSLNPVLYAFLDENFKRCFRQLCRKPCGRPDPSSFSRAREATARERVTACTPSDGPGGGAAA
SUMO Mot1 rescue: blocks SUMOylation pathway, rescuing yeast Mot1-301 growth | S. cerevisiae Mot1-301 growth rescue, ATP luminescence, 38.5C; percent above DMSO median, 100 means doubled | growth rescue, % at 18.8 µM | 320,000 tested, 1% active;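 active = every valid replicate shows activation above 250% relative to neutral control wells; inactive = the rest, any valid replicate at or below 250%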;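 note: OY570 slx delta 5 strain wells were the positive control but not used for scaling; some compounds called inactive have numbers as strong as hits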
OPRM1-OPRD1 inv: mu-delta opioid heterodimer inverse agonism | P35372+P41143 | cell-based MOR-DOR heterodimer luminescence | inhibition, % at 9.3 µM | 340,000 tested, 0.21% active; in the data active = inhibition above about 22%, passing the limit was not always enough;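 note: 0% = cells with DMSO and 100% = wells without cells with DMSO; values of inactives mirror those of a sister screen read the other way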
phage Ecoli inh: E. coli growth loss with phage present; growth absorbance; inhibition, % at 11.9 µM; 360,000 tested, 0.26% active; AID 651602; in the data active = inhibition above about 11%
PKA-R1A act: activators of PKA-R1A complex; P00514+P68181; PKA-R1A dissociation, Cy5-IP20 fluorescence polarization; scaled: DMSO 0%, 113 µM cGMP 100%; activation, % at 11.4 µM; 340,000 tested, 0.083% active; AID 504707;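 active = percent activation above the mean of all tested compounds plus 3 SD, cut at about 19% in these data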;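 note: higher means more PKAc released from R1A so a rise in polarization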
Pemphigus Ab inh: human desmoglein-3 autoantibody binding inhibition; DSG3-coupled beads, scFv-anti-DSG3-GFP binding, flow cytometry; stronger effect = lower value; binding (percent of control), % at 10 µM; 310,000 tested, 0.48% active; AID 588358;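 active = binding more than 3 SD below its plate's average and above zero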;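 note: hits lower antibody fragment binding to DSG3; some compounds called inactive have numbers as strong as hits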
Tat export inh: inhibitors of E. coli Tat protein transport; E. coli MC4100 TorA-mCherry Tat export, fluorescence; inhibition, % at 10 µM; 340,000 tested, 0.036% active; AID 488895;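 active = mean replicate inhibition at least 50% and at least half of replicates individually reaching 50%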;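 note: exported cargo escapes ClpAP degradation while cytoplasmic cargo is degraded and loses fluorescence; 0% = median of neutral control wells and 100% = median of NaSCN control wells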
Ecoli viability: bacterial growth inhibition, counter-screen for AddAB inhibitors | E. coli V3065 growth, OD600 absorbance, 18 h | AID 449728 | 330,000 tested, 0.27% active | inhibition, % at 11.9 µM;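 active = inhibition above the campaign's mean inhibition across all tested compounds plus 3 SD, cut at about 9.9% in these data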;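 note: uninfected addAB+ strain grown without phage in ampicillin broth; 0% = DMSO wells and 100% = ciprofloxacin 0.95 µg/ml wells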
Arr AP2 block: blocks beta-arrestin peptide binding to AP2 adaptin. FITC-arrestin peptide / GST-AP2 beads, flow cytometry; AP2 beta2 appendage carries R879A mutation. 340,000 tested, 0.31% active. AID 504490. inhibition, % at 10 µM;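 active = inhibition above a set limit, near 3 SD of compounds lacking own fluorescence, cut at about 54% in these data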;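 note: plate controls were DMSO wells for no effect and 5 µM unlabelled arrestin peptide for full effect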
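Material – GST-tagged AP2 beta2-adaptin appendage (R879A) on 4 µm glutathione beads · Probe or stimulus – fluorescein-tagged arrestin peptide at 50 nM final · Timing – 12 min plus 1 h, RT · Detection – bead flow cytometry, FITC channel · Read-out basis – inhibition as reduced fluorescein signal on beads, percent · Medium – PBS plus Tween 20 (0.05%) and BSA (0.1%)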
The depositor's hits bear a star; / = not tested or not shown.

SMILES	AddAB inh	PfHsp90 set2	OPRM1-OPRD1 ag	SUMO Mot1 rescue	OPRM1-OPRD1 inv	phage Ecoli inh	PKA-R1A act	Pemphigus Ab inh	Tat export inh	Ecoli viability	Arr AP2 block
CCOC(=O)N1CCC(NC(=O)CC2C(=O)NCCN2Cc2ccccc2)CC1 (stereo unspecified)	0.6	2	1.0	10	-5	2.1	-12	105	-1	-1.0	-9
CCOC(=O)Cn1cc(/C=N/N2C(=O)C3C4C=CC(C4)C3C2=O)c2ccccc21 (stereo unspecified)	1.6	0	0.8	-7	-4	2.1	-4	104	0	1.9	14
Cc1cc(C)c(C)c(S(=O)(=O)NCC(=O)N2CCCC2)c1C	-0.1	-29	-1.8	-9	10	2.6	-3	106	0	1.7	-7
Cc1sc(NC(=O)c2ccccc2)c(C(=O)c2ccccc2)c1C	-0.9	2	0.2	/	-1	3.4	-9	95	-15	-1.1	3
CCN(CC)S(=O)(=O)c1cc(NC(=O)CN2C(=O)NC3(CCCc4ccccc43)C2=O)ccc1C (stereo unspecified)	-0.2	-29	-4.8	-9	24	8.9	1	87	6	0.1	9
O=C(CN1C(=O)S/C(=C\c2ccccc2F)C1=O)NC1CCS(=O)(=O)C1 (stereo unspecified)	3.1	-38	-0.7	0	3	1.7	7	99	3	-2.6	34
CSc1ccccc1C(=O)NCCS(=O)(=O)N1CCN(c2ccc(F)cc2)CC1	-0.3	40	-2.8	13	14	1.6	4	108	-1	1.4	12
COc1cc(-c2cc(C(=O)Nc3nc4ccccc4s3)c3ccccc3n2)cc(OC)c1OC	1.6	-13	-0.5	2	3	-2.4	-2	/	-3	0.2	-2
CN1OCC(S(=O)(=O)c2ccccc2)C1c1ccccc1 (stereo unspecified)	0.3	20	-0.8	-15	5	2.6	-1	113	0	0.2	29
Cc1ccccc1-c1nnn(CC(=O)N2CCN(C(=O)c3ccco3)CC2)n1	1.4	/	-3.5	206	19	1.6	-8	97	18	3.5	0

An excerpt of these results, bar-delimited:
SMILES | AddAB inh | PfHsp90 set2 | OPRM1-OPRD1 ag | SUMO Mot1 rescue | OPRM1-OPRD1 inv | phage Ecoli inh | PKA-R1A act | Pemphigus Ab inh | Tat export inh | Ecoli viability | Arr AP2 block
Cc1cc(C)c(C)c(S(=O)(=O)NCC(=O)N2CCCC2)c1C | -0.1 | -29 | -1.8 | -9 | 10 | 2.6 | -3 | 106 | 0 | 1.7 | -7
Cc1sc(NC(=O)c2ccccc2)c(C(=O)c2ccccc2)c1C | -0.9 | 2 | 0.2 | / | -1 | 3.4 | -9 | 95 | -15 | -1.1 | 3

New compounds follow:
SMILES	AddAB inh	PfHsp90 set2	OPRM1-OPRD1 ag	SUMO Mot1 rescue	OPRM1-OPRD1 inv	phage Ecoli inh	PKA-R1A act	Pemphigus Ab inh	Tat export inh	Ecoli viability	Arr AP2 block
C(=Nc1ccccc1)c1ccc[nH]1	/	/	-3.0	/	16	3.7	-5	89	-3	/	0
Cc1c(C(=O)NCc2ccccc2F)oc2ccccc12	2.2	-13	-0.9	-10	5	1.0	-1	99	0	-1.1	-10
COc1ccc(NC(=O)CCNS(=O)(=O)c2ccc3[nH]c(=O)oc3c2)cc1Cl	0.9	-1	-2.3	-3	12	2.4	-14	86	7	-1.9	1
Cc1cccn2c(=O)c(/C=C(\C#N)C(=O)NCc3ccco3)c(N3CCCC(C)C3)nc12 (stereo unspecified)	1.3	13	-0.7	60	4	1.2	-1	103	9	0.0	11
CCCCn1c(N)c(N(CC(C)C)C(=O)C2CC(=O)N(Cc3ccco3)C2)c(=O)[nH]c1=O (stereo unspecified)	-1.5	-12	-2.4	0	17	2.8	-3	100	7	-1.3	3
CC(C)NC(=O)CSc1ccccc1C(=O)N1CCN(S(=O)(=O)/C=C/c2ccccc2)CC1	1.0	-4	-0.9	87	4	4.2	-5	106	-1	0.5	2
CCc1ccc(N2CSC3=C(C#N)C(c4cccs4)CC(=O)N3C2)cc1 (stereo unspecified)	0.9	15	3.3	26	-17	/	0	100	7	-2.0	18
CCCN(CC(=O)Nc1ccccc1OC)C(=O)CSc1ccc(Br)cc1C	-0.2	7	-1.4	-26	6	-0.3	-9	/	0	-0.3	8
CCCC(C(=O)NC1CCCC1)N(Cc1ccc(OC)cc1)C(=O)c1snc(C(N)=O)c1N (stereo unspecified)	3.9	-28	-0.2	8	1	3.9	4	84	-9	-2.5	-8
CCOC(=O)c1cnc(COc2ccccc2Cl)[nH]c1=O	2.8	-8	-3.7	6	18	1.2	-11	116	-4	2.2	4

Taken from the listing, 5 compounds:
SMILES	AddAB inh	PfHsp90 set2	OPRM1-OPRD1 ag	SUMO Mot1 rescue	OPRM1-OPRD1 inv	phage Ecoli inh	PKA-R1A act	Pemphigus Ab inh	Tat export inh	Ecoli viability	Arr AP2 block
CC(C)NC(=O)CSc1ccccc1C(=O)N1CCN(S(=O)(=O)/C=C/c2ccccc2)CC1	1.0	-4	-0.9	87	4	4.2	-5	106	-1	0.5	2
CCc1ccc(N2CSC3=C(C#N)C(c4cccs4)CC(=O)N3C2)cc1 (stereo unspecified)	0.9	15	3.3	26	-17	/	0	100	7	-2.0	18
CCCN(CC(=O)Nc1ccccc1OC)C(=O)CSc1ccc(Br)cc1C	-0.2	7	-1.4	-26	6	-0.3	-9	/	0	-0.3	8
CCCC(C(=O)NC1CCCC1)N(Cc1ccc(OC)cc1)C(=O)c1snc(C(N)=O)c1N (stereo unspecified)	3.9	-28	-0.2	8	1	3.9	4	84	-9	-2.5	-8
CCOC(=O)c1cnc(COc2ccccc2Cl)[nH]c1=O	2.8	-8	-3.7	6	18	1.2	-11	116	-4	2.2	4

More entries.
SMILES	AddAB inh	PfHsp90 set2	OPRM1-OPRD1 ag	SUMO Mot1 rescue	OPRM1-OPRD1 inv	phage Ecoli inh	PKA-R1A act	Pemphigus Ab inh	Tat export inh	Ecoli viability	Arr AP2 block
CC[C@]12c3[nH]c4cc(CCC(=O)N(C)C)ccc4c3CCN1C(=O)[C@@H](CC(=O)NCCC1=CCCCC1)C[C@@H]2C(=O)N1CCN(C(=O)C2CC2)CC1	0.7	-6	-2.7	/	13	2.3	1	86	2	1.1	8
CCCC[C@@H]1CNC(=O)C(=O)N1CC(C)(C)C	-0.6	-8	-2.2	-6	13	2.9	1	109	-5	-0.8	0
Cc1ccc([N+](=O)[O-])cc1NCC(=O)NN	0.8	-15	0.7	93	-3	1.1	-7	117	3	2.0	24
O=C(NCc1cccnc1)C1CCN(S(=O)(=O)c2cccc(C(F)(F)F)c2)CC1	0.1	11	-2.2	-8	12	3.7	-8	99	4	0.7	-9
O=C(COC(=O)c1cc(Cl)nc(Cl)c1)NCc1ccc2c(c1)OCO2	-1.0	-22	-1.0	-1	4	1.1	-9	/	1	-0.4	23
COc1ccc(CCNC(=O)c2ccc3c(c2)NC(=O)C(C(C)C)N3)cc1OC (stereo unspecified)	1.6	2	-1.5	25	9	0.5	-1	/	6	-0.1	-7
N/N=C/C(=N\Nc1ccc(Cl)cc1)C(=O)c1ccncc1	-0.5	-14	1.0	47	-5	-0.5	-22	88	0	-0.4	-2
CC(=O)NC(CCS(C)(=O)=O)C(=O)Nc1ccc(C)c(F)c1 (stereo unspecified)	2.6	-9	-0.8	7	4	3.8	-2	/	1	-0.7	9
O=C(COc1ccc(Cl)cc1)NN=C1CCCCCCC1	1.6	12	-0.3	23	2	2.2	9	/	7	0.5	13
COC(=O)CSc1nc2ncc(Cl)cc2[nH]1	4.5	16	-2.6	700	11	2.1	2	/	-2	0.6	1
Cc1cccc(Nc2nnc(SCc3cc(=O)n4cc(C)ccc4n3)s2)c1	2.5	-8	-2.6	-6	14	2.1	7	105	-3	-0.2	-3
Cc1ccc(NCN2C(=O)C3CC=C(Cl)CC3C2=O)cc1 (stereo unspecified)	1.4	-23	-2.6	-14	14	2.4	-7	75	4	1.9	-11
COc1cc(OC)c(C=CC(=O)c2ccccc2O)c(OC)c1	/	9	-3.5	/	18	2.9	-6	125	13	/	7
CN(C)C(=O)c1cc(C(=O)c2ccc(F)cc2Cl)c[nH]1	-0.7	-2	0.7	-2	-3	2.5	-3	98	-2	-1.7	8
CC(=O)C12C3C4C(C5C1C3C5(Br)C41OCCO1)C21OCCO1 (stereo unspecified)	-0.8	/	-1.5	-6	8	2.8	-9	108	-1	-3.9	-9
CC(NC(=O)C(=O)N1CCCCC1)C(c1cccs1)N1CCN(c2ccc(F)cc2)CC1 (stereo unspecified)	3.9	23	-1.2	1	6	4.5	2	101	1	-0.5	8
CC1(C)CC(=O)C2=C(C1)N1C(=C(C#N)C2c2ccccc2Cl)N=C(N)c2ccccc21 (stereo unspecified)	5.6	-16	4.0	-10	-20	2.1	-10	106	-1	0.5	6
CC(C)c1nnc(NC(=O)CCC(=O)NCc2ccc(F)cc2)s1	-0.7	11	1.1	4	-6	0.5	-11	/	-4	1.3	-2
N#Cc1c(N)nc2c(c1-c1ccccc1)CCC2	-1.2	-13	0.7	3	-5	5.7	-2	104	-7	-0.9	4
O=C(Nc1ccc(-c2cc3ccccc3oc2=O)c(Cl)c1)c1cccnc1	0.7	-26	-1.0	-12	5	1.0	9	86	5	-1.7	-4
O=C(COC(=O)c1cccc2ccccc12)NCC1CCCO1 (stereo unspecified)	0.9	-15	-2.6	14	12	1.6	-7	101	8	1.2	13
O=C(C[C@H]1C[C@H](C(=O)N2CCCCC2)[C@@]2(CCc3ccccc3)c3[nH]c4cc(-c5ccco5)ccc4c3CCN2C1=O)NCc1ccco1	-0.4	-13	-1.4	/	7	0.9	-5	96	6	1.2	1
O=C(O)C1C2C=CC(C2)C1C(=O)OC1CC2CCC1C2 (stereo unspecified)	0.9	-7	0.9	15	-5	1.7	1	103	6	-1.6	15
O=S(=O)(Nc1ccccc1O)c1ccc(-c2ccccc2)cc1	2.3	-12	6.7	101	-36	5.6	-21	96	5	4.2	-32
CC1(C)C(=O)Nc2ccccc2N1C(=O)COC(=O)CSc1ccc(Cl)cc1	1.6	22	2.6	-8	-11	0.8	-13	104	11	-0.2	-12
O=C(Nc1nncs1)C1CC(=O)N(CCc2ccc(F)cc2)C1 (stereo unspecified)	0.9	-15	-1.5	-15	10	3.4	6	93	-2	-0.1	-7
CC1CCCC(NC(=O)C2c3ccccc3C(=O)N2Cc2cccs2)C1C (stereo unspecified)	2.6	7	-1.8	-12	10	3.8	0	108	1	-0.2	36
CCCCOC(=O)/C=C/c1ccc(OC(=O)OC)c(OC(=O)OC)c1	2.4	-8	2.5	-6	-14	2.8	-7	126	10	1.2	-4
Cc1ccc(-c2c3c(=O)n(C)c(=O)n(C)c3cn2N2CCOCC2)cc1	1.7	1	-2.3	60	13	2.4	-8	101	-3	0.6	4
CCC1(c2ccc(F)cc2)NC(=O)N(CC(=O)Nc2ccccc2C)C1=O (stereo unspecified)	4.4	27	-1.1	-5	7	1.5	0	96	4	-0.4	-4

Rows were taken by chance; about 2.8% have a hit in one of these screens.
